# CHT PAM: allosteric activators of human choline transporter CHT | AID 488977 | 310,000 compounds, 0.49% hits | CHT-expressing cells, membrane potential dye, choline EC20; hits give high values; LV-AA mutant CHT in HEK293 cells | B-score at 10 µM;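 active = initial fluorescence not abnormally high and integrated response B-score, plate-corrected, over 3 SD above library mean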
# Target sequence (Q9GZV3 whole entry, looked up): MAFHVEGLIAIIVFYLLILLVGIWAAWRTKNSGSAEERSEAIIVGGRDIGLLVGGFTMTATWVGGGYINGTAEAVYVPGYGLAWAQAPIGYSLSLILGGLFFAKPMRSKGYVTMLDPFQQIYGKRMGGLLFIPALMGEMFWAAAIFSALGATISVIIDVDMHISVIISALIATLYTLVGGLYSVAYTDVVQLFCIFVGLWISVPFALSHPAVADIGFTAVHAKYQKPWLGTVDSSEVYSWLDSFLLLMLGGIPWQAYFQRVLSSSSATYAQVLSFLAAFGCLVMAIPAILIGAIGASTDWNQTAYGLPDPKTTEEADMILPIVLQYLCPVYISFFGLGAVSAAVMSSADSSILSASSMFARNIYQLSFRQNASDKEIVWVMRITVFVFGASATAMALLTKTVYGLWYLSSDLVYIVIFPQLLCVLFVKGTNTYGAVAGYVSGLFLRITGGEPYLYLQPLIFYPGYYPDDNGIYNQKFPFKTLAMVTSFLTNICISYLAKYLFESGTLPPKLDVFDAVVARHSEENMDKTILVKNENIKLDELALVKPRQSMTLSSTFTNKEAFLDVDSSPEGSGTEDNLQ
# CHT block: inhibitors of human choline transporter CHT; Q9GZV3; B-score at 10 µM; CHT-expressing cells, membrane potential dye, choline response; hits give low values; 310,000 compounds, 0.86% hits; AID 488975;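 active = B-score over 3 SD under the library average, and starting fluorescence ratio not unusually high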;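 note: choline stimulus applied at its EC90 after an EC20 pre-addition; B-score computed on integrated fluorescence ratio after choline addition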
# * marks the source's active call; other numbers are inactive results; i = inactive.
# Below each compound: CHT PAM	CHT block
- O=C(Nc1ccccc1-c1nnn(CC(=O)N2CCN(c3ccccc3)CC2)n1)c1cccs1
 : i	i
- Cc1nn(C)c(C)c1NC(=O)c1ccc(Br)o1
 : i	i
- CC1(C)CC(=O)C2=C(C1)OC(=O)C2(NC(=O)c1cccs1)C(F)(F)F (stereo not given)
 : i	i
- Cc1nc(-c2c(C(=O)NNC(=O)Nc3c(C)cccc3C)noc2C)cs1
 : i	i
- COc1ccc(C[C@H]2CN3C(=NC[C@H]3Cc3ccccc3)N2CCNC(=O)CCC2CCCCC2)cc1
 : i	i
- CC(Oc1coc(CN2CCN(C(=O)c3ccco3)CC2)cc1=O)c1ccccc1 (stereo not given)
 : i	i
- CCOC(=O)C1=C(C)NC(=O)C(C#N)C1c1ccco1 (stereo not given)
 : i	i
- O=C(NC(=O)c1ccccc1Cl)C(=O)Nc1ccc(Cl)cc1
 : i	i
- COC(=O)c1cc(NC(=O)CN(c2cccc(OC)c2)S(=O)(=O)c2ccccc2)ccc1Cl
 : i	i
- CC1(C)CC(=O)c2sc(NC(=O)CCS(=O)(=O)c3ccccc3)nc2C1
 : i	i
- CCOc1ccc2c(c1)C(C)=CC(C)(C)N2S(=O)(=O)c1ccc(F)cc1
 : i	i
- CC(C)OC(=O)c1c(NC(=O)c2cnn3c2NC(c2ccccc2)CC3C(F)(F)F)sc2c1CCCC2 (stereo not given)
 : i	i
- COc1ccc(-c2nc(CS(=O)CC(=O)NCc3ccccn3)c(C)o2)cc1 (stereo not given)
 : i	i
- CC(=O)Nc1ccc(S(=O)(=O)N(C)CC(=O)OCC(=O)N(C)c2ccccc2)cc1
 : i	i
- CC(=O)c1nn(-c2cccc(Br)c2)cc1C(=O)c1ccccc1
 : i	i
- C=CC[C@@H]1C=C[C@H](O/N=C/[C@@H](NS(=O)(=O)c2ccc(C)cc2)[C@H](C)/C=C/CC(=O)OC)[C@@H](CO)O1
 : i	i
- O=C(CN(Cc1ccccc1F)C(=O)c1ccco1)NCc1ccc(F)cc1
 : i	i
- COc1cccc(CNC(=O)C2CCCN(c3nn4c(=O)cc(C)nc4s3)C2)c1 (stereo not given)
 : i	i
- CCN1CCN(S(=O)(=O)c2ccc(Cl)c(C(=O)NC(C)c3ccccc3Cl)c2)CC1 (stereo not given)
 : i	i
- Cn1c(SCC(=O)NC2CC2)nnc1-c1ccco1
 : i	i
- Cc1cc(Cl)ccc1NC(=O)/C=N/O
 : i	i
- Cc1ccc(S(=O)(=O)N(C)C)cc1NC(=O)CN1C(=O)NC2(CCCc3ccccc32)C1=O (stereo not given)
 : i	i
- C=CCNc1nc(Cl)nc(Nc2cc(Cl)ccc2OC)n1
 : i	i
- CN(C)c1ccc(N/C=C/C(=O)c2ccco2)cc1
 : i	i
- Cc1ccc(NC(=O)c2sc(=S)n(-c3cc(C)ccc3F)c2N)cc1
 : i	i
- CCn1cc(CN2CCC(n3nccc3NC(=O)C3CCCC3)CC2)cn1
 : i	i
- O=C1C(Cl)=C(Nc2cccc(O)c2)C(=O)N1Cc1ccccc1
 : i	i
- COc1cccc(N2CCN(S(=O)(=O)c3c(C)[nH]c(C)c3C(=O)N3CCCC3)CC2)c1
 : i	i
- COc1ccc(/C=N/Nc2nc3ccccc3o2)cc1O
 : i	i
- CC(C)CCN1CCN(Cc2cn[nH]c2C2CCCCC2)CC1CCO (stereo not given)
 : i	i
- COc1cc(C)c(-c2[nH]ncc2-c2csc(C)n2)c(O)c1
 : i	i
- O=C(Cc1c[nH]c2ccccc12)Nc1cccc(S(=O)(=O)N2CCCCC2)c1
 : i	i
- CCOCCCn1c(-c2ccc(Cl)cc2)n[nH]c1=S
 : i	i
- COc1ccc(-c2nn(-c3ccccc3)cc2C(=O)NC2CCCCC2C)cc1 (stereo not given)
 : i	i
- O=C(NCCCN1CCCC1)Nc1ccccc1[N+](=O)[O-]
 : i	i
- COc1cc(OC)c2c(C)cc(=O)oc2c1C(CCN1CCN(c2ccccc2)CC1)c1ccc2c(c1)OCO2 (stereo not given)
 : i	i
- CC(=O)Oc1cccc(C(=O)Nc2ccccc2NC(=O)c2cccc(OC(C)=O)c2)c1
 : i	i
- Cc1ccc(NC(=O)OCCNC(=O)OC(C)C)cc1
 : i	i
- COc1ccc(S(=O)(=O)N2CCSCC2)cc1
 : i	i
- Cc1c[n+](CC(=O)c2ccccc2)c(C)cn1
 : i	i
- CC(C)[C@H](NC(=O)N1CCn2c1nc1ccccc12)C(=O)NCC1CCCO1 (stereo not given in full)
 : i	i
- O=C(CN1CCSCC1)N/N=C/c1ccccc1F
 : i	i
- Cc1ccc(NC(=O)Cn2cccc2)cc1C
 : i	i
- CC(C)(CN1CCC(Cc2ccccc2)CC1)NS(=O)(=O)c1ccccc1
 : i	i
- COC(=O)c1ccc(C2C(C#N)=C(N)Oc3cc(O)ccc32)cc1 (stereo not given)
 : i	i
- Cc1cccc(-n2ncc3c(N4CCCc5ccccc54)ncnc32)c1
 : i	i
- O=C(NCCCCCc1nc2ccccc2[nH]1)c1ccccc1Cl
 : i	i
- C=CCn1c(=O)[nH]c2cc(C(=O)N3CC=C(c4ccccc4)CC3)ccc2c1=O
 : i	i
- Cc1ccc(S(=O)(=O)N2CCCCC2)cc1NC(=O)CSc1nnnn1C
 : i	i
- O=[N+]([O-])c1ccc(CSc2nc3ccccc3[nH]2)cc1
 : i	i
- Cc1nc(NCc2ccc3c(c2)OCO3)c2nnn(Cc3ccccc3)c2n1
 : i	i
- Cc1ccc(CCNC(=O)CN(C)S(=O)(=O)c2ccc3c(c2)c(=O)n(C)c(=O)n3C)cc1
 : i	i
- O=C1NC2(CCCCC2)N=C1c1ccccc1
 : i	i
- O=C1CC(SCCO)C(=O)N1c1ccc(Oc2ccccc2)cc1 (stereo not given)
 : i	i
- Cc1ccc(C(C)NC(=S)NCc2ccc(F)cc2)cc1C (stereo not given)
 : i	-5.1*
- COc1cccc(OC)c1C(=O)Nc1ccc2c(c1)CCCN2S(=O)(=O)c1ccc(C)cc1
 : i	i
- COc1ccc(CC(=O)NNC(=O)c2cc(C)[nH]n2)cc1
 : i	i
- Cc1ccc(CCN2CC(C(=O)NC3CCCCC3)CC2=O)cc1 (stereo not given)
 : i	i
- Cn1ncc2c(NNC(=O)c3ccc(O)cc3)ncnc21
 : i	i
- Cc1onc(-c2ccccc2)c1C(=O)NCc1ccc(F)cc1
 : i	i

# Random excerpt: 6 entries already listed.
# Below each compound: CHT PAM	CHT block
- COC(=O)c1ccc(C2C(C#N)=C(N)Oc3cc(O)ccc32)cc1 (stereo not given)
 : i	i
- Cc1ccc(CCN2CC(C(=O)NC3CCCCC3)CC2=O)cc1 (stereo not given)
 : i	i
- CC(C)[C@H](NC(=O)N1CCn2c1nc1ccccc12)C(=O)NCC1CCCO1 (stereo not given in full)
 : i	i
- O=C1CC(SCCO)C(=O)N1c1ccc(Oc2ccccc2)cc1 (stereo not given)
 : i	i
- COc1ccc(CC(=O)NNC(=O)c2cc(C)[nH]n2)cc1
 : i	i
- CC(C)(CN1CCC(Cc2ccccc2)CC1)NS(=O)(=O)c1ccccc1
 : i	i

# Following part:
# Below each compound: CHT PAM	CHT block
- Cc1cc(C(C)(C)C)oc1C(=O)N(CC(=O)NC1CCCC1)c1ccc(F)cc1
 : i	i
- COc1ccc(CC(=O)NCc2nc(-c3ccccc3)no2)cc1
 : i	i
- COc1ccc(-c2nc(SC(CC(=O)NCc3ccccc3)c3ccc(OC)c(OC)c3)n[nH]2)cc1 (stereo not given)
 : i	i
- O=C(N/N=C1\C2CN3CCN(C2)CC1(c1ccccc1)C3)Nc1ccccc1
 : i	i
- CC1=CS(=O)(=O)CC1Sc1ncn[nH]1 (stereo not given)
 : i	i
- COc1cccc(NC(=O)c2nc3nc(C)cc(C(F)F)n3n2)c1
 : i	i
- O=C(N=C1SC2CS(=O)(=O)CC2N1c1ccc(Cl)cc1Cl)C1CC1 (stereo not given)
 : i	i
- COc1ccccc1NC(=O)CN1CCC(C(=O)c2ccc(F)cc2)CC1
 : i	i
- CCO[C@@H]1OC(C(=O)N2CCN(Cc3ccc4c(c3)OCO4)CC2)=C[C@H](C)[C@H]1CCCO
 : i	i
- COc1ccc([N+](=O)[O-])c(OC)c1C(=O)NC(=O)Nc1c(C)cccc1C
 : i	i
- CC1CC(C)CN(C(=O)COC(=O)c2cc([N+](=O)[O-])ccc2N2CCOCC2)C1 (stereo not given)
 : i	i
- Cc1ccc(OCC(O)CN2CCN(c3ccc(C)cc3)CC2)cc1 (stereo not given)
 : i	i
- Cc1cc(C)n2c(SCC(=O)Nc3ccccc3)nnc2n1
 : i	i
- Cc1ccc2oc(C(=O)N(Cc3ccncc3)CC3CCCO3)c(C)c2c1 (stereo not given)
 : i	i
- O=C(OCCN1C(=O)c2ccccc2C1=O)c1ccco1
 : i	i
- CC(C)(C)OC(=O)N1CCC(C(=O)N2CCCCCC2)CC1
 : i	i
- CCCC[C@H]1COCCS(=O)(=O)N1Cc1cccc(F)c1
 : i	i
- OCCNCCOc1ccccc1-c1ccccc1
 : i	i
- COc1ccc(S(=O)(=O)NC(C)C(=O)NC2CC2)cc1C (stereo not given)
 : i	i
- COc1cc2c(cc1OC)CN(S(=O)(=O)c1ccccc1F)CC2
 : i	i

# New compounds follow
structure	CHT PAM	CHT block
CCN1CCN(C(=S)c2ccc(Br)cc2)CC1	i	i
COc1ccc2nc(/N=C(\N)NC(=O)Nc3ccccc3)nc(C)c2c1	i	i
NC(=O)CC[C@@H]1NC(=O)[C@@H]2CCCN2C(=O)c2cc([N+](=O)[O-])cc(I)c2NCCC[C@@H](C(=O)NC(CC(=O)O)C(N)=O)NC1=O (stereo not given in full)	i	i
Cc1ccc(S(=O)(=O)N2CCCC2C(=O)N(C)Cc2cccs2)cc1 (stereo not given)	i	i
Cc1cc(C(=O)OCc2nc3ccccc3s2)c(C)o1	i	i
COc1ccc(CCNC(=S)Nc2ccc(S(=O)(=O)Nc3ncccn3)cc2)cc1OC	i	i
O=C(CSc1ncccn1)N/N=C/c1ccccc1[N+](=O)[O-]	i	i
CNc1ccccc1C(C)(C)c1cc(C)[nH]n1	i	i
O=C(CCC(=O)NNC(=O)COc1ccc(Br)cc1)NCc1ccccc1	i	i
CCC(C)NC(=O)C1CCC(=O)N1Cc1ccc(C)cc1 (stereo not given)	i	i
O=C(CCc1c[nH]c2ccccc12)NCC(=O)Nc1ccc(F)c(F)c1F	i	i
O=C(CSc1n[nH]c(=O)n1C1CC1)Nc1ccccc1	i	i
O=C(/C=C/c1c(F)cccc1Cl)c1ccc(F)cc1	i	i
COc1cc(/C=N/NC(=O)C(=O)NCC2CCCO2)ccc1O (stereo not given)	i	i
CCOc1ccc(N(C(=O)c2snc(C(N)=O)c2N)C(C(=O)NC2CCCC2)c2ccncc2)cc1 (stereo not given)	i	i
COc1ccc(NC(=O)c2sccc2-n2cccc2)cc1	i	i
Nc1[nH]c(=O)[nH]c(=O)c1N=Nc1ccc(C(=O)O)cc1	i	i
O=C(O)c1ccc2c(c1)OCCO2	i	i
O=[N+]([O-])c1ccc(Nc2nccc(Cl)n2)cc1	i	i
S=C(NCc1ccncc1)Nc1ccc(Cl)cc1Cl	i	i

# In a second layout: results already given.
O=C(CSc1n[nH]c(=O)n1C1CC1)Nc1ccccc1
  CHT PAM: i; CHT block: i
O=C(/C=C/c1c(F)cccc1Cl)c1ccc(F)cc1
  CHT PAM: i; CHT block: i
COc1cc(/C=N/NC(=O)C(=O)NCC2CCCO2)ccc1O (stereo not given)
  CHT PAM: i; CHT block: i
CCOc1ccc(N(C(=O)c2snc(C(N)=O)c2N)C(C(=O)NC2CCCC2)c2ccncc2)cc1 (stereo not given)
  CHT PAM: i; CHT block: i

# (cont.)
structure	CHT PAM	CHT block
CC(=O)Nc1sc2c(c1C#N)CCCC2	i	i
CCC(C)NC(=O)C(Cc1ccccc1)NS(=O)(=O)c1cccc2nsnc12 (stereo not given)	i	i
O=C(N/N=C/c1c[nH]c2ccc(Br)cc12)c1ccncc1	i	i
NC(=O)c1ccc(N2CCN(c3ccccc3O)CC2)c([N+](=O)[O-])c1	i	i
Cn1cc(CC(=O)NCCCN2CCCC2)c2ccccc21	i	i
CCn1nc([N+](=O)[O-])c2c(-c3nc4ccccc4o3)c(N)n(CCCOC)c2c1=O	i	i
CCOC(=O)N1CCN(C(=O)c2cccc(N3C(=O)NC4CC3(C)Oc3ccccc34)c2)CC1 (stereo not given)	i	i
O=C(O)c1ccccc1Nc1ccc(OC(F)F)cc1	i	i
NNC(=O)c1c[nH]c2ccc(OCc3ccccc3)cc12	i	i
O=C(CSc1nnc(CNC(=O)c2cccs2)o1)c1ccc(Cl)cc1	i	i
CCOC(=O)CSc1nnc(NC(=O)c2ccco2)s1	i	i
COc1ccc(C(=O)C[n+]2cccc(C)c2C)cc1[N+](=O)[O-]	i	i
CC(=O)c1ccc(N(CC(=O)NC2CCCC2)C(=O)CCC(=O)Nc2cc(C)on2)cc1	i	i
CN(C)c1ccc(/C=C(/NC(=O)c2ccccc2Cl)C(=O)NCCN2CCOCC2)cc1	i	i
Nc1ccc(S(=O)(=O)c2cccc(N)c2)cc1	i	i
O=C(O)CNC(=O)C12CC3CC(CC(Cl)(C3)C1)C2	i	i
CN(c1ccc(OCC(=O)OCC(=O)NC2CCCC2)cc1)S(=O)(=O)c1ccc2ccccc2c1	i	i
COc1ccc(N(CC(=O)N/N=C/c2ccc(N(C)C)cc2)S(=O)(=O)c2ccccc2)cc1	i	i
COc1ccc(NC(=O)N2CCN(CCC#N)CC2)cc1	i	i
O=C(CCSc1nc(-c2ccco2)cc(C(F)(F)F)n1)NCc1ccccn1	i	i
Cc1nc(N2CCCCC2)c2c(-c3cccs3)csc2n1	i	i
CC(=O)Nc1ccc2ccc3cccc4ccc1c2c34	i	i
CCOC(=O)/C=C/c1ccc2oc3ccccc3c(=O)c2c1	i	i
O=Cc1cc(N=Nc2cccc(C(=O)O)c2)ccc1O	i	i
S=C(N/N=C1\CCc2ccccc21)NC1CCCCC1	i	i
CCN(CC)S(=O)(=O)c1ccc(N2CCOCC2)c(NC(=O)C2COc3ccccc3O2)c1 (stereo not given)	i	i

# Source: PubChem
